HCMV inh – inhibitors of human cytomegalovirus. HFF cells, HCMV-luciferase reporter, 72 h; active compounds read low. actives 4.5% (n = 410,000). AID 1259415. activity change, negative = inhibition, % at 57.5 µM; in the data active = activity change below about -60%; inconclusive = no clear call, values can overlap the other calls; inactive = above about -39%
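Steps: HFFs plated, 16 h 37C; compounds added; HCMV-luciferase added to MOI 1 PFU/cell; 72 h 37C; OneGlo reagent, 5 min room temperature; luminescence read, normalized to controls.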
AMA1-RON2 inh – disrupts binding of P. falciparum AMA1 to RON2. AlphaScreen AMA1-biotinylated RON2 peptide binding. Potency, µM (series often up to 58.2 µM), for the others: at the highest dose activity change, negative = inhibition, most hits filed as inhibitors. actives 0.2% (n = 360,000). AID 720542;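 also: potency is read from the fitted curve at half-maximal effect; 0% = vehicle wells and -100% = peptide control; nearly all actives have a fitted effect of over 45% in size; some results filed as inactive show a strong effect at the top dose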
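AMA1 (3D7) with his tag at 25 nM final met compounds first, then biotinylated RON2 peptide at 25 nM; detection used donor plus acceptor beads, 10 µg/mL apiece, read by AlphaScreen after 30 min at room temperature.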
LmPK inh – LmPK (Leishmania mexicana) enzyme inhibition. Q27686. purified LmPK, Kinase-Glo ATP luminescence, 1 h. Potency, µM (top dose mostly 57.5 µM), for the others: at the top dose activity change, negative = inhibition, hits mostly inhibitors. actives 0.37% (n = 290,000). AID 1721; also: potency is read from the fitted curve at half-maximal effect
Target sequence (Q27686 whole entry, looked up): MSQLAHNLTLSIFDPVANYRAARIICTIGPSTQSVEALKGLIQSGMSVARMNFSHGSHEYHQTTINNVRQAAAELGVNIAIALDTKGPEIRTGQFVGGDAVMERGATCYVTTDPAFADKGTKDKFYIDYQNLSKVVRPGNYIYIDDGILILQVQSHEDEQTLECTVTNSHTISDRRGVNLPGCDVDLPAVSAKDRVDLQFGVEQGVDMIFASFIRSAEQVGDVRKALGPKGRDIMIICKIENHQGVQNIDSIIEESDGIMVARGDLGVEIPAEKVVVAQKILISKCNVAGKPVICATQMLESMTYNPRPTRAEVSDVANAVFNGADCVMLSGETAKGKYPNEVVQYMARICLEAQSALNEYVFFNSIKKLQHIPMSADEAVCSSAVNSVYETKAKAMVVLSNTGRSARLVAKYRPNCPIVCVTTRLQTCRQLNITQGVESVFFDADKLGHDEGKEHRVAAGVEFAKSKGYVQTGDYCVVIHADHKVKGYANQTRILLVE
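Kinase-Glo luminescence read after 1 h RT reaction of 0.1 nM LmPK with 0.5 mM PEP and 0.1 mM ADP. Activity scaled between uninhibited and enzyme-free controls.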
AmpC no deterg – AmpC beta-lactamase inhibition without detergent; AmpC nitrocefin hydrolysis, absorbance 480 nm, 0.0001% Triton; Potency, µM (top dose mostly 57.1 µM), for the others: at the top dose activity change, negative = inhibition, actives largely listed as inhibitors; actives 0.52% (n = 330,000); AID 485341;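 also: potency is read from the fitted curve at half-maximal effect; plate controls were no compound for no effect and no enzyme for full effect; nearly all actives have a fitted effect of over 20% in size; some results filed as inactive show a strong effect at the top dose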
Target sequence (P00811 whole entry, looked up): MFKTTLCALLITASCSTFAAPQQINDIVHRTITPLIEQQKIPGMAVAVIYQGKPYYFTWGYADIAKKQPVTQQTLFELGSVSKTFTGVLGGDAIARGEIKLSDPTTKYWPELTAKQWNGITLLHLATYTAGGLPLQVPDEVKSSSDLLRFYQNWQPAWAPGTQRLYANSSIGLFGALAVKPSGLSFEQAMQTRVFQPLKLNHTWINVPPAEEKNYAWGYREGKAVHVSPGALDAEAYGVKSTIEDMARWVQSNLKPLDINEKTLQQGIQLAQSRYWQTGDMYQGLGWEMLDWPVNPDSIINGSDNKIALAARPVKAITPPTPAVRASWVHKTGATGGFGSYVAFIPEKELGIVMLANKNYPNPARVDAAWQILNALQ
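AmpC (5.3 nM in the dispensed reagent) in 20 mM phosphate pH 7.0 with 0.01% (detergent screen) or 0.0001% Triton X-100 was preincubated with compounds for 15 min at room temperature. Nitrocefin was then added from an 800 uM solution, and hydrolysis was followed at 480 nm.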
HCV inh – inhibitors of hepatitis C virus infection; Potency, µM (doses to about 41.8 µM), without a hit: top-dose activity change, negative = inhibition, usual class: inhibitors; Huh7.5.1 HCVcc-Cre infection, luciferase reporter, 44 h; actives 3.4% (n = 340,000); also: potency is read from the fitted curve at half-maximal effect
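Reporter virus HCVcc-Cre (~0.5 moi) infects cells exposed to compound; seeding density 1,000 cells/well with 4 h settling beforehand. Luminescence, 15 sec read, taken 44 h post-infection following a 15 min RT substrate incubation.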
AmpC detergent – inhibitors of E. coli AmpC beta-lactamase with detergent | P00811 | AmpC hydrolysis of nitrocefin, absorbance 480 nm, 0.01% Triton | Potency, µM (doses to about 114 µM), for the others: at the top dose activity change, negative = inhibition, usual class: inhibitors | actives 0.041% (n = 370,000);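 also: potency is read from the fitted curve at half-maximal effect; 0% = no-compound wells and -100% = no-enzyme wells; nearly all actives have a fitted effect of over 25% in size; some results filed as inactive show a strong effect at the top dose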
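20 mM phosphate pH 7.0 + 0.01% (detergent screen) or 0.0001% Triton X-100; 5.3 nM AmpC reagent; cpd preinc 15 min RT; nitrocefin (800 uM stock) to start; A480 q20 s × 4 min; Activity was normalised to no-enzyme and no-compound control wells.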
Tb PYK inh – inhibitors of Trypanosoma brucei pyruvate kinase; TbPYK enzyme, Kinase-Glo Plus ATP luminescence, 45 min; actives 0.12% (n = 410,000); AID 624173; Q57TT1; Potency, µM (doses to about 76.8 µM), without a hit: top-dose activity, negative = inhibition, hits mostly inhibitors; also: potency is read from the fitted curve at half-maximal effect; nearly all actives have a fitted effect of over 50% in size
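T. brucei PYK with substrate was exposed to pin-transferred compounds across a concentration series, then started with 130 uM ADP (final). After 45 min at room temperature, Kinase-Glo Plus luminescence was read, normalized and curve-fitted.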
Numbers without * were called inactive; ? = inconclusive; / = not tested or not shown; [ ] = remark or other dose. Unless noted, calls follow the shape of the dose curve; as a rule, active = well fitted curve in the direction sought with a large enough effect; inconclusive = small, poorly fitted or top-dose-only effect, or another doubt; inactive = no such curve, though single readings can be large; an effect the other way counts as inactive or inconclusive. Unless noted, % is scaled to controls: 0 for no effect and ±100 for the full control effect.

Codes – A = HCMV inh; B = AMA1-RON2 inh; C = LmPK inh; D = AmpC no deterg; E = HCV inh; F = AmpC detergent; G = Tb PYK inh
1	CNc1ncnc2c1ncn2[C@H]1CN(Cc2cccs2)C[C@@H](CO)O1
  A: -20; B: -1%; C: /; D: /; E: /; F: /; G: 4%
2	Cc1cccc(OCC(=O)Nc2ccccc2C(=O)OCc2cc(=O)n3nc(C4CC4)sc3n2)c1
  A: 23; B: /; C: /; D: /; E: /; F: 0%; G: -2%
3	CCOc1ccc(-n2c(SCC(=O)N3CCc4ccccc43)nc3c([nH]c4ccccc43)c2=O)cc1
  A: 4; B: /; C: /; D: /; E: /; F: 3%; G: 0%
4	CCN(CC)c1ccc(/C=N/NC(=S)NCc2ccco2)cc1
  A: ?; B: 11%[2.32 µM]; C: 4%; D: -19%; E: ?; F: ?; G: -5%
5	Cc1c(C(=O)c2cccc(F)c2)c2ccccn2c1CCC#N
  A: -11; B: 3%; C: 7%; D: -46%; E: -3%; F: 1%; G: 1%
6	COc1cccc(CN(C)C(=O)CSCC(=O)Nc2cccc(C)c2)c1OC
  A: -16; B: -7%; C: /; D: 18%; E: -18%; F: ?; G: 5%
7	CC(C)[C@H]1COCCS(=O)(=O)N1Cc1cccc(Cl)c1
  A: -18; B: -4%; C: -7%; D: 1%; E: -4%; F: -9%; G: -8%
8	O=c1c(N2CCN(c3ccccc3)CC2)csc2ccc(Cl)cc12
  A: -4; B: /; C: /; D: /; E: /; F: 0%; G: 1%
9	Cc1ccc(SCC(=O)N2CCOCC2)cc1
  A: 45; B: 17%; C: 1%; D: -10%; E: 13%; F: -1%; G: 8%
10	CC1=C(C(=O)Nc2cccc(C(F)(F)F)c2)C(c2ccccc2)n2ncnc2N1 (stereo unspecified)
  A: 1; B: /; C: /; D: /; E: /; F: 12%; G: 2%
11	CC(C)CN1CC(C)C(=O)N(c2ccccc2)C1=O (stereo unspecified)
  A: 18; B: 11%; C: /; D: /; E: -5%; F: /; G: -8%
12	Nc1nc(N2CCCCC2)nc2ccccc12
  A: 36; B: 4%; C: -2%; D: -22%; E: -6%; F: ?; G: -5%
13	CCC(CC)C(=O)Nc1nnc(SCC(=O)NC2CCCCC2)s1
  A: -5; B: 1%; C: 3%; D: 7%; E: ?; F: -1%; G: 1%
14	Cc1cc(NC(=O)CSc2nncc(=O)n2N)no1
  A: 29; B: 39%[activator]; C: 8%; D: -1%; E: 8%; F: -4%; G: -4%
15	C/C(CC(=O)NC(C)C)=N\NC(=O)COc1cc(C)c(Br)cc1Br
  A: -19; B: 20%; C: 3%; D: 240%[activator]; E: 31%[activator]; F: -8%; G: -4%
16	CC(C)(C)c1ccc(C(=O)O[C@H]2[C@H](Cc3ccccc3)NS(=O)(=O)[C@H]3C[C@@H]4C=C[C@]23O4)cc1
  A: 5; B: -10%; C: /; D: -21%; E: ?; F: -8%; G: 0%
17	CN(Cc1ccccc1)C(=O)c1nc2ccccn2c1CN1CCC(N2CCOCC2)CC1
  A: -14; B: 7%; C: 6%; D: -20%; E: 3%; F: 0%; G: -3%
18	CC(=O)c1ccc(NC(=S)Nc2ccc3[nH]c(=O)[nH]c3c2)cc1
  A: 64; B: -9%; C: 0%; D: -14%; E: 0%; F: -3%; G: -5%
19	Cc1ccc(C)c(C(=O)COC(=O)c2cccc(N3C(=O)c4c(C)nc5ccccc5c4C3=O)c2)c1
  A: 45; B: -18%; C: 0%; D: -37%; E: 1%; F: -5%; G: 6%
20	CN(c1ccccc1)S(=O)(=O)c1cccc(C(=O)NNC(=O)c2ccccc2)c1
  A: ?; B: 47%[activator]; C: 2%; D: -31%; E: ?; F: -6%; G: -2%
21	O=C(Nc1ccccc1Cl)NC1(C(=O)NCCCN2CCOCC2)CCCCC1
  A: -62*; B: 5%; C: 0%; D: -8%; E: 15%; F: -8%; G: 4%
22	O=C(/C=C/c1ccc([N+](=O)[O-])cc1)c1cccs1
  A: -76*; B: -12%; C: -2%; D: -16%; E: 0%; F: 1%; G: -1%
23	Cc1ccc(-c2nc(CS(=O)(=O)CC(=O)NCCN3CCCC3)c(C)o2)cc1
  A: -13; B: -4%; C: 4%; D: 55%; E: ?; F: -3%; G: -2%
24	CCOC(=O)C1CCCN(C(=S)NC2CCCC2)C1 (stereo unspecified)
  A: 21; B: -16%; C: 0%; D: -7%; E: 2%; F: 3%; G: -7%
25	O=C(CSC1=NS(=O)(=O)c2cc(F)ccc2N1)Nc1ccccc1F
  A: -14; B: -11%; C: /; D: -21%; E: 1%; F: -2%; G: 12%

Whole records, looked up by structure:
CCOC(=O)C1CCCN(C(=S)NC2CCCC2)C1 (stereo unspecified) reads HCMV inh = 21; AMA1-RON2 inh = -16%; LmPK inh = 0%; AmpC no deterg = -7%; HCV inh = 2%; AmpC detergent = 3%; Tb PYK inh = -7%
C/C(CC(=O)NC(C)C)=N\NC(=O)COc1cc(C)c(Br)cc1Br reads HCMV inh = -19; AMA1-RON2 inh = 20%; LmPK inh = 3%; AmpC no deterg = 240%[activator]; HCV inh = 31%[activator]; AmpC detergent = -8%; Tb PYK inh = -4%

The listing continues:
Codes – A = HCMV inh; B = AMA1-RON2 inh; C = LmPK inh; D = AmpC no deterg; E = HCV inh; F = AmpC detergent; G = Tb PYK inh
26	CC(=O)c1ccc(C(=O)NC2CCCN(Cc3ccccc3F)C2)s1 (stereo unspecified)
  A: ?; B: -3%; C: -11%; D: -11%; E: 8%; F: 0%; G: -9%
27	COc1ccc(CCC(=O)N2CCN(C3CCCCC3)CC2)cc1
  A: ?; B: -2%; C: -13%; D: 3%; E: -6%; F: 1%; G: 0%
28	CCC(C)NCCOc1cccc(Br)c1 (stereo unspecified)
  A: -8; B: 1%; C: -2%; D: -14%; E: 7%; F: -7%; G: 2%
29	O=C(Nc1cccc2cccnc12)c1csc([C@@H]2O[C@H](CO)[C@H](O)[C@H](O)[C@H]2O)n1
  A: -99*; B: 117%[activator]; C: /; D: /; E: /; F: /; G: 0%
30	COc1ccc2cc(/C=C/C(=O)c3ccco3)c(Cl)nc2c1
  A: /; B: /; C: 2%; D: -21%; E: 7%; F: 1%; G: /
31	Cc1cc(=O)[nH]c2ccc(S(=O)(=O)NCc3ccccc3)cc12
  A: 12; B: -6%; C: 3%; D: -22%; E: -1%; F: -10%; G: -7%
32	COC(=O)CN(C)C(=O)c1ccc2nc(Cc3cccc(Cl)c3)oc2c1
  A: 35; B: -3%; C: -1%; D: 59%; E: 2%; F: -17%; G: 5%
33	O=C(Cc1ccccc1)NCCCc1ccccc1
  A: 1; B: 6%; C: 1%; D: -4%; E: -3%; F: 1%; G: 4%
34	Cc1cc(Br)ccc1NC(=O)CN(C)C(=O)Cn1c(=O)cnc2ccccc21
  A: -35; B: 11%; C: 6%; D: 3%; E: 7%; F: -3%; G: ?
35	O=C(O)c1ccc(S(=O)(=O)c2ccccc2)cc1
  A: 14; B: -4%; C: 0%; D: -13%; E: 1%; F: -3%; G: 7%
36	CC(C)CC(=O)NC1(C(F)(F)F)C(=O)N(Cc2ccccc2)C2=C1C(=O)CC(C)(C)C2 (stereo unspecified)
  A: 6; B: 1%; C: -1%; D: 66%[activator]; E: -1%; F: ?; G: -5%
37	O=C(O)c1ccc(N2Cc3ccccc3C2)cc1O
  A: /; B: 16%; C: 14µM*; D: -33%; E: 6%; F: -4%; G: ?
38	CCOC(=O)c1ccc(N2CCN(c3cc(C)ccc3C)CC2)c(NC(=O)Nc2ccc(Cl)cc2)c1
  A: 21; B: /; C: /; D: /; E: /; F: 7%; G: 6%
39	CC(C)C[C@H]1CNC(=S)N1CC1CCCN1C[C@H](CC(C)C)N1C[C@H](CC(C)C)N(CC2CCCCCC2)C1=S (stereo partly specified)
  A: -10; B: 12%; C: /; D: /; E: 26%; F: /; G: 3%
40	O=c1[nH]nc(-c2ccc(F)cc2)cc1Cc1ccccn1
  A: 9; B: -1%; C: 2%; D: -10%; E: 2%; F: -6%; G: 2%
41	COc1ccc(/C=C2/C(=N)N3N=C(CC(=O)N4CCCC4)SC3=NC2=O)cc1
  A: -23; B: 2%; C: 1%; D: -12%; E: 8%; F: -3%; G: 4%
42	Nc1c(Cl)cc(-c2csc(NC(CO)c3nc4ccccc4n3CCOCCO)n2)cc1Cl (stereo unspecified)
  A: 84; B: 43%[activator]; C: /; D: /; E: -11%[8.37 µM]; F: /; G: 0%
43	COc1ccccc1CC(=O)OC(C)C(=O)Nc1ccc(S(=O)(=O)N2CCCCC2)cc1 (stereo unspecified)
  A: -34; B: 0%[11.6 µM]; C: /; D: -32%; E: ?; F: ?; G: 5%
44	Cc1ccc(S(=O)(=O)n2nc(OC(=O)c3cccc(F)c3)cc2N)cc1
  A: 42; B: -17%; C: 0%; D: -33%; E: 8%; F: -6%; G: -6%
45	Cc1[nH]c2ccccc2c1C(=O)CN1CCCCC1C (stereo unspecified)
  A: 22; B: -7%; C: -2%; D: -8%; E: 4%; F: 8%; G: 11%
46	Cc1cc(C)n2nc(SCc3nnc(-c4cccs4)o3)nc2n1
  A: -23; B: 2%; C: -2%; D: -18%[11.4 µM]; E: 8%; F: ?; G: 1%
47	S=c1[nH]c(-c2ccc(Br)cc2)cn1CCc1ccccc1
  A: 14; B: 22%; C: 1%; D: -31%; E: -15%; F: -4%; G: -16%
48	Cc1nc2ccc(NC(=O)CS(=O)(=O)c3ccc(F)cc3)cc2s1
  A: 17; B: -10%; C: /; D: -15%; E: 3%; F: -16%; G: 1%
49	CCCCc1c(O)nc(SCC(=O)N2CCOCC2)[nH]c1=O
  A: 10; B: 4%; C: -2%; D: -8%; E: 12%; F: 2%; G: -2%
50	COc1ccc(C(=O)Nc2cccc(C(=O)N3CCN(C)CC3)c2)cc1
  A: 19; B: 2%; C: 1%; D: -6%; E: 12%; F: -10%; G: -1%
51	O=C1Nc2ccccc2/C1=C/c1cnc[nH]1
  A: ?; B: 79%[activator]; C: -9%; D: -13%; E: 1%; F: ?; G: -1%

3 of the compounds above, field by field.
45. Cc1[nH]c2ccccc2c1C(=O)CN1CCCCC1C (stereo unspecified)
- HCMV inh = 22
- AMA1-RON2 inh = -7%
- LmPK inh = -2%
- AmpC no deterg = -8%
- HCV inh = 4%
- AmpC detergent = 8%
- Tb PYK inh = 11%
36. CC(C)CC(=O)NC1(C(F)(F)F)C(=O)N(Cc2ccccc2)C2=C1C(=O)CC(C)(C)C2 (stereo unspecified)
- HCMV inh = 6
- AMA1-RON2 inh = 1%
- LmPK inh = -1%
- AmpC no deterg = 66%[activator]
- HCV inh = -1%
- AmpC detergent = ?
- Tb PYK inh = -5%
48. Cc1nc2ccc(NC(=O)CS(=O)(=O)c3ccc(F)cc3)cc2s1
- HCMV inh = 17
- AMA1-RON2 inh = -10%
- LmPK inh = /
- AmpC no deterg = -15%
- HCV inh = 3%
- AmpC detergent = -16%
- Tb PYK inh = 1%
